Assay outcomes from PubChem BioAssay.
TNAP inh noacc: human TNAP enzyme inhibitors, primary screen, biochemical, luminescent, no phosphate acceptor, uHTS | Alkaline phosphatase, tissue-nonspecific isozyme (Homo sapiens), P05186 | purified TNAP, CDP-star luminescence, 30 min | inhibition, % at 20 µM | 200,000 tested, 0.26% active;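 active = tissue-nonspecific alkaline phosphatase inhibition above about 50% at 20 µM in the single-dose screen, limit read from the data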;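 also: 0% = DMSO negative control and 100% = EDTA positive control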
Target sequence (P05186 whole entry, looked up): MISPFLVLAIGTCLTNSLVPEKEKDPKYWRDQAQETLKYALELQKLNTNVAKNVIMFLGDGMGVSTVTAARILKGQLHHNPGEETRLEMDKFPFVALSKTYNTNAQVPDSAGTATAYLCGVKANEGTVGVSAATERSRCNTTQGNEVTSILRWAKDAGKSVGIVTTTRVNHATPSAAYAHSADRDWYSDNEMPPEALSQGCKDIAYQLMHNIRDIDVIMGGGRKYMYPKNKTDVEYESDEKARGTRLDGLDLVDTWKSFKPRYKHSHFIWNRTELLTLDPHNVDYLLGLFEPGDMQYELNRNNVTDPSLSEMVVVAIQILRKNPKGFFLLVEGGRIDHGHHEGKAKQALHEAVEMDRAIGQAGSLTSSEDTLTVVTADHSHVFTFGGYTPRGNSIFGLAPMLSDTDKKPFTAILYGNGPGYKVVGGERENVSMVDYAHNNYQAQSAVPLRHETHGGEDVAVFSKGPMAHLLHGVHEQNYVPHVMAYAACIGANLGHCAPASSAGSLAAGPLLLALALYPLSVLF
PMI act: activators of human PMI, primary screen, biochemical, fluorescence intensity, near-Km mannose 6-phosphate. purified human PMI, coupled resazurin fluorescence, 20 min; active compounds read high; 1 = vehicle control, 0 substrate-free wells. activation factor at 20 µM. 190,000 tested, 0.005% active. Mannose-6-phosphate isomerase (Homo sapiens), P34949. AID 1214, 2008;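 active = activation factor of 2 or more at 20 µM, relative to plate controls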
Target sequence (P34949 whole entry, looked up): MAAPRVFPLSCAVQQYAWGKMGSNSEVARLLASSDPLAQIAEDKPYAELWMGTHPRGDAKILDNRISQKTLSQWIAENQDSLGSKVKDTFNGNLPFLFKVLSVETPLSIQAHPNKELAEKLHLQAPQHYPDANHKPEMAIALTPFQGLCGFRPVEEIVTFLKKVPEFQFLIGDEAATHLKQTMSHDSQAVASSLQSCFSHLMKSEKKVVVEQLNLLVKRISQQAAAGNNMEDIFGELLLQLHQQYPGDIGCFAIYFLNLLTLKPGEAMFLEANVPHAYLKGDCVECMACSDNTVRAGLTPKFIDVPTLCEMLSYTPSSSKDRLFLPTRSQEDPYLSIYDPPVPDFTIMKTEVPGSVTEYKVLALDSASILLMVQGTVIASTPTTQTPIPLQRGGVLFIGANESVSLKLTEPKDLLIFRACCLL
Diaphorase act: compounds boosting diaphorase resazurin reduction – biochemical, uHTS, resorufin fluorescence, counter-screen for diaphorase-coupled primary assays, primary screen; Diaphorase/resazurin coupled assay, 16 min; active compounds read high; 1 = vehicle wells, 0 = NADH-free wells; 190,000 tested, 0.005% active; activation factor at 20 µM;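 active = diaphorase activity raised at least twofold by the compound at 20 µM; inactive = activation factor below 2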
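Assay system: Purified diaphorase enzyme from Clostridium kluyveri | Amount: Enzyme 0.07 U/mL final | Dosing: Compound 20 µM once, DMSO 1% | Timing: 16 min reaction at room temperature | Detection: Fluorescence, excitation 544 nm and emission 590 nm | Evaluation: Higher resorufin formation from activation or reduction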
TNAP act hiacc: TNAP activators at high phosphate acceptor level, primary screen, biochemical, luminescence, uHTS. 200,000 tested, under 10 active. AID 1136, 2008. Alkaline phosphatase, tissue-nonspecific isozyme (Homo sapiens), P05186. activation factor at 20 µM. purified TNAP, CDP-star luminescence, 1 M DEA, 30 min; active compounds read high; 0 = EDTA background, 1 = DMSO-only activity;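 active = activation factor at least 2 at 20 µM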
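Test system – human TNAP · Doses – 20 µM single point · Incubation – 30 min, room temperature · Signal – luminescent substrate turnover signal · Read-out basis – activation factor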
bIAP activator: bovine intestinal alkaline phosphatase activators, primary screen, biochemical, bovine IAP, CDP-star luminescence. 200,000 tested, 0.17% active. purified bovine IAP, 30 min; active compounds read high; fold of DMSO-control signal, blank-subtracted. AID 1016, 2008. activation factor at 20 µM. alkaline phosphatase, intestinal [Bos taurus];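 active = activation factor of 2 or more at 20 µM, a signal rise over negative controls twice the positive control's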
L major viab: Leishmania major promastigote growth inhibition, primary screen | 200,000 tested, 9% active | AID 1063, 2008 | inhibition, % at 10 µM | Leishmania major promastigotes, resazurin fluorescence viability; in the data active = inhibition above about 50%;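 also: promastigotes grown with compound for 44 hours at 28 °C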
PMI act hi M6P: human PMI activators, high substrate, primary screen, biochemical, fluorescence intensity, near-saturating mannose 6-phosphate; 190,000 tested, 0.34% active; coupled PMI enzyme assay, resazurin fluorescence, 20 min; active compounds read high; 1 = untreated enzyme, 0 = substrate-free blank; Mannose-6-phosphate isomerase (Homo sapiens), P34949; activation factor at 20 µM;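 active = activation factor of 2 or more at 20 µM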
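Technique: Diaphorase-driven resazurin-to-resorufin fluorescence, excitation 544, emission 590 nm | Assay system: Human PMI in coupled enzyme assay | Times: Enzyme reaction with compound 20 min at room temperature | Medium: HEPES-buffered pH 7.4 with magnesium and detergent | Reagent: Mannose-6-phosphate 1.0 mM (near-saturating) plus 0.22 mM NADP+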
TNAP inh hi DEA: human TNAP enzyme inhibitors, primary screen, biochemical, luminescent, high phosphate acceptor level, uHTS; inhibition, % at 20 µM; 200,000 tested, 0.03% active; purified TNAP, CDP-star luminescence, 1 M DEA; AID 1135, 2008;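 active = over 50% inhibition of tissue-nonspecific alkaline phosphatase at 20 µM in the single-dose screen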;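 also: plate controls were DMSO wells for no effect and EDTA-quenched wells as full inhibition for full effect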
bIAP inhibitor: bovine intestinal alkaline phosphatase inhibitors, primary screen, selectivity assay for TNAP inhibitor project, biochemical, bovine IAP, CDP-star luminescence; 190,000 tested, under 10 active; AID 1019, 2008; inhibition, % at 20 µM; purified bovine IAP, 30 min;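 active = over 50% inhibition of intestinal alkaline phosphatase at 20 µM in the single-dose screen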
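Assay system: bovine IAP enzyme; medium: DEA buffer 100 mM, pH 9.8, with MgCl2 1.0 mM, ZnCl2 0.02 mM; doses: 20 µM single dose; incubation: enzyme reaction for 30 min at room temperature; detection: CDP-star luminescence signal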
Diaph inh CS: diaphorase inhibitors and chemical oxidizers, primary screen, counter-screen for diaphorase-coupled primary assays, biochemical, uHTS, resorufin fluorescence. AID 1217, 2008. diaphorase resazurin-to-resorufin fluorescence, NADH, 16 min; bacterial (C. kluyveri) enzyme, not human. 190,000 tested, 0.69% active. inhibition, % at 20 µM;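 active = primary screen inhibition at 20 µM above a set limit, cut at about 50% in these data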;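 also: plate controls were DMSO with full reaction for no effect and wells lacking NADH for full effect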
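controls = No-NADH positive control and DMSO neutral control | system = Clostridium kluyveri diaphorase enzyme | timing = reaction incubation of 16 min at room temperature | signal = resorufin fluorescence 544/590 nm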
Starred values were filed as active, the others as inactive.

Preview:
Values run as follows: TNAP inh noacc	PMI act	Diaphorase act	TNAP act hiacc	bIAP activator	L major viab	PMI act hi M6P	TNAP inh hi DEA	bIAP inhibitor	Diaph inh CS
> CCCC(=O)N1CCN(c2ccc([N+](=O)[O-])c(NC(C)c3ccccc3)c2)CC1 (stereo unspecified)
 : 5	0.9	0.8	0.9	0.8	17	0.9	10	21	17
> COC(=O)c1cc(OC)c(OC)cc1NCC(=O)Nc1ccc(C)cc1
 : -9	0.9	0.9	1	0.8	-10	0.9	-2	18	8

All compounds of this part, from the start:
Values run as follows: TNAP inh noacc	PMI act	Diaphorase act	TNAP act hiacc	bIAP activator	L major viab	PMI act hi M6P	TNAP inh hi DEA	bIAP inhibitor	Diaph inh CS
> CCCC(=O)N1CCN(c2ccc([N+](=O)[O-])c(NC(C)c3ccccc3)c2)CC1 (stereo unspecified)
 : 5	0.9	0.8	0.9	0.8	17	0.9	10	21	17
> COC(=O)c1cc(OC)c(OC)cc1NCC(=O)Nc1ccc(C)cc1
 : -9	0.9	0.9	1	0.8	-10	0.9	-2	18	8
> Brc1cccc(CNCc2cccs2)c1
 : -14	1	0.9	1	1	-3	1	-2	4	8
> O=C(Nc1ccc2c(c1)OCO2)NC1CCN(Cc2ccccc2)CC1
 : -11	1	1	1.1	1	78*	1	-7	4	4
> CC(C)(C)C(=O)Nc1ccc(-c2nc3ccccc3c(=O)o2)cc1
 : -7	0.9	0.9	1	0.9	-7	1	-3	11	7
> CCOC(=O)c1ccccc1NC(=O)Cn1cnc2c(oc3ccccc32)c1=O
 : -8	0.9	0.9	1	0.9	-6	1	-3	10	8
> CCc1cc(=O)oc2cc(OCC(=O)O)c(Cl)cc12
 : -10	1	1	1	1	-2	1	-3	3	-4
> COc1ccc(N2CCN(Cc3cc(=O)oc4cc(C)c(Cl)c(C)c34)CC2)cc1
 : -5	0.9	0.9	1	1	6	0.9	-1	5	7
> CCOc1cc(/C=N/N2CCOCC2)ccc1OCc1ccc(C(=O)OC)o1
 : -14	1.1	0.9	1	1.1	-2	1.1	-3	-6	6
> CC(C)CNC(=O)COC(=O)/C=C/c1ccccc1[N+](=O)[O-]
 : -9	0.9	0.9	1	1	4	1	-4	1	7
> O=C(COC(=O)CNC(=O)c1cccc(F)c1)NCCC1=CCCCC1
 : -7	1	1	1	0.9	-7	1.1	-4	14	1
> O=C(Oc1ccccc1C(=O)Nc1ccccc1)c1ccccc1Br
 : -14	0.9	0.8	1	1	-15	0.9	2	-3	20
> Clc1ccc(C2=CC(c3ccco3)n3ncnc3N2)cc1 (stereo unspecified)
 : 3	1.1	1	1	1	2	1.1	-2	1	2
> Cc1noc(C)c1COC(=O)c1cc(=O)[nH]c2ccccc12
 : -16	1	0.7	1.1	1.1	-5	0.9	-6	-6	25
> CN1C2C=C(N(CCc3c[nH]c4ccccc34)C(=O)c3ccc(Cl)cc3)CC1CC2 (stereo unspecified)
 : -8	1	0.9	1	1.1	101*	1	-4	-9	13

Individual results from the entries so far.
COC(=O)c1cc(OC)c(OC)cc1NCC(=O)Nc1ccc(C)cc1 | bIAP inhibitor: 18
O=C(COC(=O)CNC(=O)c1cccc(F)c1)NCCC1=CCCCC1 | TNAP inh hi DEA: -4
CCOC(=O)c1ccccc1NC(=O)Cn1cnc2c(oc3ccccc32)c1=O | TNAP inh noacc: -8
O=C(Oc1ccccc1C(=O)Nc1ccccc1)c1ccccc1Br | PMI act: 0.9

(further entries)
Values run as follows: TNAP inh noacc	PMI act	Diaphorase act	TNAP act hiacc	bIAP activator	L major viab	PMI act hi M6P	TNAP inh hi DEA	bIAP inhibitor	Diaph inh CS
> Cc1cc(N2CCN(C3CCCC3)CC2)n2c(nc3ccccc32)c1C#N
 : -45	0.9	0.9	1.1	0.7	6	1	-6	29	6
> COc1ccc(CCNC(=O)c2cnc3ccccn3c2=O)cc1
 : -11	1.1	0.9	1	0.8	-10	1.1	-2	18	12
> Oc1ccc(/C=N/NC(=S)NCCN2CCOCC2)c(O)c1
 : -162	1.1	0.8	1	0.7	96*	1.2	4	29	22
> Cc1cccc(NC(=S)NC2CC3CCCC(C2)N3CC(C)C)c1 (stereo unspecified)
 : -18	1	1	1	1	95*	1	-3	1	-2
> CCCCC1CCC(c2nc(-c3ccccn3)no2)CC1 (stereo unspecified)
 : -2	0.8	0.9	1	0.9	-11	0.9	-1	6	12
> COc1cccc(C(=O)NNC(=O)Cc2csc(N)n2)c1
 : -95	1.1	1	1	1.7	-2	1	-1	-69	0
> CC1=C(C(=O)NCCCOC(C)C)C2(CCC(C)CC2)OC1=O (stereo unspecified)
 : -14	1	0.9	1	1	1	1	-1	0	8
> O=C(NCc1ccco1)c1ccccc1-c1nc(-c2ccccc2)no1
 : -18	1	0.9	1.1	0.8	1	1	-7	19	11
> Cc1cc(C)n(-c2nc3c(c(=O)n(C)c(=O)n3C)n2CCO)n1
 : -9	1.1	1	1	0.9	-6	1.1	-4	7	-2
> Cc1ccc(S(=O)(=O)CC(O)COc2ccccc2C#N)cc1 (stereo unspecified)
 : -4	0.9	0.9	1	1	3	1	-2	-4	5
> CC(C)C(NS(=O)(=O)c1ccc2c(c1)OCCO2)C(=O)NCCc1ccccn1 (stereo unspecified)
 : -5	1.1	0.9	1.1	0.8	-5	1	-6	21	8
> COC(=O)C1=C(C)N(C)C(C)=C(C(=O)OC)C1c1ccccc1C
 : -12	1.1	0.9	1.1	1	4	1.1	-6	3	11
> CCCNC(=O)NCCc1ccncc1
 : 8	0.9	0.8	1	0.9	-6	0.9	-3	9	16
> CCOC(=O)c1c(C)n(C)c2cc(Br)c(OC)cc12
 : -4	0.9	0.7	1	1	-1	0.9	-4	1	26
> O=C(c1cccc(NS(=O)(=O)c2ccc(F)c(F)c2)c1)N1CCN(C(c2ccccc2)c2ccccc2)CC1
 : -3	0.8	0.7	1	1.3	28	0.9	4	-29	29

Values run as follows: TNAP inh noacc	PMI act	Diaphorase act	TNAP act hiacc	bIAP activator	L major viab	PMI act hi M6P	TNAP inh hi DEA	bIAP inhibitor	Diaph inh CS
> CN(C)CCCN(C(=O)c1ccc(Br)s1)c1nc2cc3c(cc2s1)OCO3
 : -4	1.1	1.1	1	0.9	75*	1.1	1	14	-7
> Cc1oc(-c2ccccc2)nc1C(=O)Nc1nccs1
 : -15	0.9	0.8	1.1	1.1	-2	0.9	-8	-7	23
> COc1cc(NC(=S)Nc2cccnc2)cc(OC)c1
 : 7	0.4	0.8	1	1.1	-3	0.4	2	-12	22
> COc1ccc2cc(C3(C)NC(=O)N(CC(=O)NCCC4=CCCCC4)C3=O)ccc2c1 (stereo unspecified)
 : -16	1	0.9	1	1	41	1	-3	-1	9
> COc1ccc(C(=O)NCC(c2ccc(F)cc2)N2CCOCC2)cc1S(=O)(=O)N1CCCC1 (stereo unspecified)
 : -4	0.9	0.9	1	1.1	-8	0.8	-1	-7	12
> CCOC(=O)c1cccnc1SCc1cc(=O)n2ccccc2n1
 : -8	1	0.8	1	0.8	4	1	2	16	19
> CCS(=O)(=O)N1CCC(C(=O)NCC2CCCO2)CC1 (stereo unspecified)
 : -11	1	1	1.1	0.9	-4	1	-6	7	-2
> Cc1ccc(OCCCCNC(C)(C)C)c([N+](=O)[O-])c1
 : -8	0.9	0.9	1	1	20	1	-1	-1	10
> Cc1ccsc1C(=O)OCC(=O)Nc1c(C)n(C)n(-c2ccccc2)c1=O
 : -2	0.9	1	1	1	-5	1	-3	-1	1
> Cc1ccc(Cl)c(NC(=O)CN2CCN(C=O)CC2)c1
 : -7	1	0.8	1.1	1	-2	1	-6	-2	20
> O=C(CCN1C(=O)S/C(=C\c2cccs2)C1=O)NC1=NCCS1
 : 8	0.9	0.9	1	1.2	28	0.8	-4	-16	13
> Cc1ccc(C(=O)CSc2nc3ccccc3o2)cc1
 : -18	1	0.9	1	0.7	-3	1	-2	26	14
> CC(C)(C)OC(=O)N1CC(O)CC1C(=O)OCC(=O)c1ccc(-c2ccccc2)cc1 (stereo unspecified)
 : -3	0.7	0.9	1	1	11	1	-4	-4	8
> CC(C)CCOC(=O)C[N+](C)(C)CCOC1CC2CCC1(C)C2(C)C (stereo unspecified)
 : -1	1.1	1	1.1	0.9	91*	1.2	-6	9	-4
> Cc1ccc2cc(C(c3nnnn3C3CCCC3)N3CCN(c4ccccc4)CC3)c(=O)[nH]c2c1 (stereo unspecified)
 : -7	1	0.7	1	1.1	76*	1.4	-4	-7	31
> O=S(=O)(c1ccccc1)c1cnn(-c2ccccc2)c1-c1ccc(F)cc1
 : -14	0.9	0.8	1.1	0.9	50*	0.9	-8	10	20
> O=C(O)CN1C(=O)SC(Nc2ccccc2C(=O)O)C1=O (stereo unspecified)
 : -9	0.9	0.9	1	1	-7	1	-2	1	9
